Screens (PubChem BioAssay)
BoNT A protease: BoNT/A light chain protease inhibitors, primary screen, biochemical, flow cytometry, MLPCN library; Botulinum neurotoxin type A light chain protease (Clostridium botulinum A str. ATCC 3502); multiplex microsphere protease substrate cleavage; inhibition, % at 10 µM; 360,000 compounds, 0.17% hits; in the data active means inhibition above about 30%; inconclusive means no clear call, values can overlap the other calls; further: plate controls were buffer without enzyme for full effect and enzyme alone for no effect
CCHF vOTU inh: CCHFV vOTU protease inhibitors, primary screen, biochemical, Pep-AMC substrate, fluorescence; AID 651958, 2012; Crimean-Congo hemorrhagic fever virus L polyprotein viral ovarian tumor (vOTU) protease …; inhibition, % at 11.5 µM; 370,000 compounds, 0.55% hits; further: 0% = vehicle wells with enzyme and 100% = no enzyme wells
PrPC surface inh: inhibitors of human cell surface prion protein PrPC, primary screen, cell-based, TR-FRET. TR-FRET read-out. inhibition, % at 13.8 µM. 370,000 compounds, 0.43% hits. AID 720596, 2013; in the data active means inhibition above about 24%; further: 0% = median of the test wells and 100% = reference compound wells
FadD28 binding: inhibitors of FadD28 bisubstrate probe binding, primary screen, biochemical, fluorescence polarization, single point; Mycobacterium tuberculosis FadD28 fatty-acid-AMP ligase; inhibition, % at 12.5 µM; 360,000 compounds, 0.22% hits; in the data active means inhibition above about 8.5%, passing the limit was not always enough; inconclusive means no clear call, values can overlap the other calls
BoNT-F LC inh: BoNT/F light chain protease inhibitors, primary screen, biochemical, flow cytometry, MLPCN library; Multiplex microsphere protease cleavage assay; inhibition, % at 10 µM; 360,000 compounds, 0.22% hits; AID 588497, 2011; in the data active means inhibition above about 35%, passing the limit was not always enough; inconclusive means no clear call, values can overlap the other calls; further: plate controls were buffer without enzyme for full effect and enzyme alone for no effect
BioA inh: M. tuberculosis BioA enzyme inhibitors, primary screen, biochemical, plate reader, single point, HTS; 7,8-diaminopelargonic acid synthase BioA (Mycobacterium tuberculosis); purified M. tuberculosis BioA enzyme; inhibition, % at 9.99 µM; 360,000 compounds, 0.096% hits; in the data active means inhibition above about 40%; inconclusive means no clear call, values can overlap the other calls
UGM FP inh: M. tuberculosis UGM enzyme inhibitors, primary screen, biochemical, fluorescence polarization, single point; UDP-galactopyranose mutase (Mycobacterium tuberculosis (strain ATCC 25618 / H37Rv)), …; purified UGM, fluorescence polarization probe displacement; inhibition, % at 10 µM; 320,000 compounds, 0.06% hits; AID 504406, 2011; in the data active means inhibition above about 10%, passing the limit was not always enough; inconclusive means no clear call, values can overlap the other calls
Target sequence (P9WIQ1 whole entry, looked up): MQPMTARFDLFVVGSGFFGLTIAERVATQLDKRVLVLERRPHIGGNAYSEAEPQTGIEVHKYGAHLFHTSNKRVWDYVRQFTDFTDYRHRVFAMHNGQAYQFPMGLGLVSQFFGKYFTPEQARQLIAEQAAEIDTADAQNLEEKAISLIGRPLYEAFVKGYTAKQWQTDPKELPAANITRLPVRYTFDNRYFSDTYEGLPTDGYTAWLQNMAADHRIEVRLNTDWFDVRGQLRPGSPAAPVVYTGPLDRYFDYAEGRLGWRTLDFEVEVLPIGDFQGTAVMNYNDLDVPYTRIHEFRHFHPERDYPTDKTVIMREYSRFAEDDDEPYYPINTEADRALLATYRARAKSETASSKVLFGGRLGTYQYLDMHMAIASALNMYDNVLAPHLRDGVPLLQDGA
GDH-TPI inh: GDH-TPI coupling enzyme inhibitors, primary screen, artefact control for M. tuberculosis FBA inhibitor project, biochemical, absorbance, full deck; 360,000 compounds, 1.2% hits; inhibition, % at 4.8 µM; AID 588335, 2011; GDH-TPI coupled enzyme counterscreen, NADH absorbance;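 further: 0% = DMSO wells and 100% = wells lacking the enzyme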
FBA Mtb inh: Mtb FBA enzyme inhibitors, primary screen, biochemical, fluorescence, strain H37Rv; 360,000 compounds, 2.3% hits; purified M. tuberculosis FBA, fluorescence read-out; inhibition, % at 1 µM; AID 588726, 2011; in the data active means inhibition above about 27%;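 further: 0% = vehicle and 100% = reference inhibitor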
Target sequence (P9WQA3 whole entry, looked up): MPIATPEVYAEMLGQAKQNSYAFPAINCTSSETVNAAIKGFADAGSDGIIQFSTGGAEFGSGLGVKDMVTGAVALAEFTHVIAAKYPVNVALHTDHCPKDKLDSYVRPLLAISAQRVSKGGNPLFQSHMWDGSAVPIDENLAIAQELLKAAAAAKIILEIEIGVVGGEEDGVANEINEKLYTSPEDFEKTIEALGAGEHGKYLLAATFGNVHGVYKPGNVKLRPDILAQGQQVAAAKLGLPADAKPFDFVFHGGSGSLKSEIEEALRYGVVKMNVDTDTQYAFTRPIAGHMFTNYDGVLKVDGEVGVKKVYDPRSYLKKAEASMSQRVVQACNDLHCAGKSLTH
Numbers without * were called inactive; ? = inconclusive; . = no result given. Unless noted, no stated cut-off is given here; in the data, active means inhibition above about 30%; inactive means the rest.

SMILES	BoNT A protease	CCHF vOTU inh	PrPC surface inh	FadD28 binding	BoNT-F LC inh	BioA inh	UGM FP inh	GDH-TPI inh	FBA Mtb inh
COc1ccc(C(=O)Nc2ccc3c(c2)Cc2ccccc2-3)cc1	-0.2	-15.0	2.9	-2.8	-15.9	-1.3	1.2	12.2	-6.0
CCCC(=O)Nc1ccc(S(=O)(=O)Nc2nccs2)cc1	-1.0	3.0	0.6	-0.6	-1.5	.	-1.7	3.2	1.6
Cc1cc(C)cc(NC(=O)Cc2ccc(-n3cccc3)cc2)c1	-0.5	0.6	-0.1	-1.9	-6.3	-1.6	0.1	8.9	-2.8
CC(C)OC(=O)c1cc2ccccc2[nH]1	-4.6	-5.5	-5.8	-3.8	-4.3	0.3	-0.5	-15.4	3.9
O=C(Nc1ccon1)c1cccc(C(F)(F)F)c1	-0.2	-4.8	-4.4	-1.3	-7.1	2.4	-3.0	-2.8	-0.8
C/C(=N\NC(N)=S)c1cc(-c2ccccc2)c(-c2ccccc2)s1	-1.1	16.7	22.0	-6.0	6.0	-1.3	-0.6	9.4	2.8
C/C(=N\NS(=O)(=O)c1ccc([N+](=O)[O-])cc1)c1cccs1	-0.1	7.6	-10.2	-2.6	-0.5	.	0.6	9.8	-5.7
COc1ccc(/C(O)=C2/C(=O)C(=O)N(CCN(C)C)C2c2ccc(F)cc2)cc1Cl (stereo not drawn)	-0.8	9.6	3.3	-1.5	-4.4	0.7	-1.6	23.2	-0.9
N/C(=N\OC(=O)Oc1ccccc1)c1ccc(Br)cc1	-0.9	7.8	3.2	0.9	-4.3	-4.0	8.1	-4.6	2.8
OCc1cnc[nH]1	0.5	0.3	-7.3	-1.3	8.7	-0.7	1.4	6.7	4.9
O=C(Nc1cccc(C(F)(F)F)c1)c1csc([C@@H]2O[C@H](CO)[C@@H](O)[C@H]2O)n1	0.2	-5.7	2.4	-0.8	2.6	1.3	.	6.4	0.2
Cc1ccc(NCc2nc3ccccc3n2C)cc1C	-3.7	5.2	-6.1	-2.5	7.5	-0.6	1.2	-1.5	1.6
CC(=O)c1ccccc1NC(=O)CSc1n[nH]c(=O)n1C1CC1	-0.1	-14.5	0.3	-0.5	-0.3	.	6.4	-0.9	-0.3
Cc1cccc(C)c1NC(=O)CN1C(=O)C2CC=CCC2C1=O (stereo not drawn)	-0.1	3.9	5.1	-0.4	1.5	0.0	-2.5	3.1	1.1
Cc1c(-c2cc(C(=O)O)no2)cnn1C	-0.2	-2.3	-3.1	-0.2	5.9	.	1.4	1.3	-0.4
CCCCNC(=O)c1sc2nc(C)cc(COC)c2c1-n1cccc1	-1.8	8.5	9.2	-2.4	-4.9	1.1	3.3	17.2	-1.2
CCn1c(=O)cc(OCC(=O)N2CCN(c3ccc(F)cc3)CC2)c2ccccc21	0.6	5.2	-4.2	-2.2	1.7	.	0.4	0.4	-2.7
CCN1/C(=C/c2ccc3ccccc3[n+]2CCCS(=O)(=O)[O-])C=Cc2cc(C)ccc21	-1.1	-4.4	-36.3	-1.3	-23.4	4.6	0.7	4.0	-0.6
COC(=O)CCCNS(=O)(=O)c1ccc2ccccc2c1	0.1	8.7	-6.1	-1.8	-0.8	-3.4	-2.2	2.5	-2.3
O=C(Nc1nnc(SCC(=O)N2CCCc3ccccc32)s1)c1ccc2ccccc2c1	-0.1	2.3	-5.1	-4.5	-3.0	.	2.9	18.1	1.4
N#Cc1c(C(F)(F)F)cc(-c2ccc(F)cc2)[nH]c1=O	1.0	-108.8	-1.7	1.9	1.8	.	1.3	7.3	141.9*
CCNC(=S)N1CCN=C1Nc1nc(C)cc(C)n1	-0.1	0.6	3.8	-3.2	2.0	.	-1.1	-1.9	-4.0
O=S(=O)(Nc1ccccn1)c1cccs1	0.1	-17.3	0.0	-1.1	1.3	.	-1.6	1.2	5.7
CCOC(=O)N1CCN(c2ccc(S(=O)(=O)N3CCOCC3)cc2[N+](=O)[O-])CC1	-0.9	3.1	-18.2	-0.5	11.1	.	2.6	6.4	0.0
O=C(c1ccccc1-c1nc2ccccc2[nH]1)N1CCOCC1	0.0	12.3	5.4	-1.4	-20.8	0.4	-0.5	5.6	1.9
CC(Sc1nnnn1-c1ccccc1)C(=O)Nc1ccc(N2CCN(C)CC2)cc1 (stereo not drawn)	1.9	-5.4	-8.8	-3.7	-51.4	0.4	1.4	7.6	-2.4
O=C(Cn1nc(Cc2cccnc2)c2ccccc2c1=O)Nc1ccc2c(c1)OCO2	-0.6	2.6	-5.3	-0.8	5.8	-7.0	1.3	5.3	1.3
COc1ccc(N(C(=O)CNC(=O)c2ccco2)C(C(=O)NCC2CCCO2)c2ccccc2)cc1 (stereo not drawn)	0.5	6.8	-5.5	-3.2	-1.8	-0.4	1.2	-3.9	-0.8
CCN/N=C(\Cc1nc2ccccc2[nH]1)c1ccccc1	-0.8	-1.8	7.3	-2.4	-11.5	.	2.8	9.3	4.4
CCOC(=O)C1C(=O)NC(N2CCCCC2)=NC1c1ccco1 (stereo not drawn)	-0.5	14.5	5.1	-1.2	-19.7	1.6	-0.2	7.2	-4.2
CCOC(=O)[C@H](CCc1ccccc1)N[C@H]1CCc2ccccc2N(CC(=O)O)C1=O	-0.1	7.8	6.7	-2.5	-8.1	0.2	-0.6	-9.2	2.0
Oc1ccc(Br)cc1/C=N/n1c(-c2ccccc2)n[nH]c1=S	-2.7	11.5	6.7	1.7	?	0.1	3.0	-1.5	1.3
CS(=O)(=O)NCCSCc1ccc(Cl)cc1	1.4	0.8	-5.3	-2.7	13.3	-3.4	0.7	2.3	2.1
COc1ccc2c(c1)C=C(CN1CCN(C(C)C)C(CCO)C1)CO2 (stereo not drawn)	-0.3	-3.1	-9.7	-2.6	-1.5	-2.1	2.6	.	.
CC(C)c1ccccc1OCCCCCN1CCOCC1	-2.0	7.0	-3.3	-3.2	?	1.7	-1.2	9.0	3.2
CN(C)C(=O)CN1C(=O)NC2(CCc3ccccc32)C1=O (stereo not drawn)	-0.5	-8.2	-0.6	.	3.2	-1.8	0.5	-6.5	1.0
N#Cc1ccsc1NC(=O)c1cccc(-n2cnnn2)c1	1.7	7.1	-1.8	-2.7	1.9	-0.3	0.7	16.3	1.3
COc1cccc2sc(NNC(=O)c3nc4ccccc4s3)nc12	-0.5	18.2	7.2	-0.8	-8.2	-1.9	1.7	16.6	0.0
Cc1cnc(=O)[nH]c1SCc1cccc([N+](=O)[O-])c1	0.5	4.2	-10.4	-0.8	2.6	-1.2	-0.3	-5.2	3.0
CC1(C(=O)NS(=O)(=O)c2ccccc2)CCN1C(=O)CCc1ccc(Cl)cc1Cl (stereo not drawn)	-0.1	5.3	-6.8	-3.8	1.0	0.0	.	-7.5	0.1

The last two entries of the section above come first, to join the parts.
SMILES	BoNT A protease	CCHF vOTU inh	PrPC surface inh	FadD28 binding	BoNT-F LC inh	BioA inh	UGM FP inh	GDH-TPI inh	FBA Mtb inh
Cc1cnc(=O)[nH]c1SCc1cccc([N+](=O)[O-])c1	0.5	4.2	-10.4	-0.8	2.6	-1.2	-0.3	-5.2	3.0
CC1(C(=O)NS(=O)(=O)c2ccccc2)CCN1C(=O)CCc1ccc(Cl)cc1Cl (stereo not drawn)	-0.1	5.3	-6.8	-3.8	1.0	0.0	.	-7.5	0.1
COc1ccc(C(=O)N/C(=C\c2ccccc2)C(=O)Nc2ccc(C(=O)O)cc2)cc1	-4.1	7.6	-3.0	-3.5	-13.0	-1.9	-0.7	7.2	-2.1
Cc1ccc(S(=O)(=O)Nc2ccc3c(c2)nc(CCN2CCCCC2)n3C)cc1	0.4	-4.8	8.4	-2.1	-1.0	0.2	-1.3	14.8	4.9
C/C(=N\Nc1ccccc1)c1cccc(N)c1	-6.2	-4.9	11.0	4.0	?	-0.2	-1.6	11.4	-1.9
O=C(c1ccccc1)N1N=C(c2ccccc2)CC1(O)C(F)(F)F (stereo not drawn)	-2.1	8.0	10.2	-1.6	-2.1	.	1.1	16.5	-0.1
Cc1ccc(NC(=O)CNC(=O)Cc2cccc3ccccc23)nc1	2.3	-9.5	-4.9	-0.8	2.6	-0.8	-0.9	5.8	-0.1
O=C(c1cc(S(=O)(=O)N2CCOCC2)ccc1F)N1CCCc2ccccc21	0.7	13.2	10.4	-6.2	-6.6	-2.2	1.5	-2.3	-0.6
Cc1cc2c(cc1C)CSC(c1c(O)ccc3ccccc13)SC2	1.0	-13.5	-1.5	-0.9	7.5	-1.1	-0.6	3.8	1.6
NC(c1csc(Nc2ccc(C(=O)c3ccccc3)cc2)n1)C1CCCCC1 (stereo not drawn)	0.2	27.8	38.4*	-9.9	-20.9	-1.1	.	2.7	3.5
O=c1[nH]c(CS(=O)(=O)c2ccccc2)nc2ccccc12	-0.5	11.7	-4.3	-3.9	-1.8	9.7	2.5	9.4	2.1
COc1ccc(CCN=C(N)NS(=O)(=O)c2ccc(F)cc2)cc1	-0.6	4.1	0.8	0.2	-7.1	.	0.6	6.2	1.8
CCNc1nc2c(cnn2C)c(=O)[nH]1	-0.5	-0.4	-4.7	-1.7	-4.4	0.5	.	13.2	-1.1
Cc1sc2ncn(Cc3ccccc3F)c(=O)c2c1C	0.2	-7.5	10.5	-4.4	-2.4	.	0.9	-2.3	-1.1
Cc1cccc(NC(=O)c2ccc3ccccc3n2)n1	-1.7	11.4	-0.2	-6.4	-31.1	0.3	.	4.3	-6.5
COc1ccc(CC(=O)NCC(=O)NC(Cc2ccccc2)C(=O)O)cc1 (stereo not drawn)	1.2	-12.1	1.0	-2.1	?	-0.6	1.2	2.5	1.2
CC(=O)NC1C(=O)N=C(SCC(=O)NC(C)c2ccccc2)NC1=O (stereo not drawn)	0.6	-11.2	9.2	-5.7	-1.8	0.2	4.6	8.2	-1.6
Cc1cc(C)c2nc(C(F)(F)F)nc(NCCCN3CCCC3=O)c2c1	-0.3	-0.2	0.2	-0.8	0.2	-4.0	0.4	15.6	-3.8
COc1ccc(CCc2ccc3ccccc3n2)cc1	-0.3	3.1	1.1	-1.5	-8.6	0.0	.	7.3	1.6
Cc1ccc2nsnc2c1NC(=O)Cc1ccc(Cl)cc1	0.1	-10.3	0.4	-0.7	-4.0	-0.4	1.1	12.6	0.8
C=CCn1c(SCC(=O)NNC(=S)Nc2ccccc2)nnc1-c1ccccc1	-1.8	1.9	1.2	-4.5	?	2.8	-0.1	-6.1	4.8
Cc1ccc(N(C)S(=O)(=O)c2cccc(C(=O)OCC(=O)N(C)Cc3ccccc3)c2)cc1	0.3	3.8	-0.8	-1.5	2.0	0.3	.	-0.9	-2.5
CCCC(C)NC(=O)c1sc2nc3n(c(=O)c2c1C)CCC3 (stereo not drawn)	0.3	-3.6	-6.6	-5.0	1.6	.	-2.6	8.7	0.4

Sorted by formula weight (ascending): part of the list above.
SMILES	BoNT A protease	CCHF vOTU inh	PrPC surface inh	FadD28 binding	BoNT-F LC inh	BioA inh	UGM FP inh	GDH-TPI inh	FBA Mtb inh
CCNc1nc2c(cnn2C)c(=O)[nH]1	-0.5	-0.4	-4.7	-1.7	-4.4	0.5	.	13.2	-1.1
Cc1ccc(NC(=O)CNC(=O)Cc2cccc3ccccc23)nc1	2.3	-9.5	-4.9	-0.8	2.6	-0.8	-0.9	5.8	-0.1
N/C(=N\OC(=O)Oc1ccccc1)c1ccc(Br)cc1	-0.9	7.8	3.2	0.9	-4.3	-4.0	8.1	-4.6	2.8
